# Screens from PubChem.
# TRPC4 agonist: opens the mouse TRPC4 cation channel. Q9QUQ5. HEK293 TRPC4beta/mu-opioid, Fluo4 calcium fluorescence; active compounds read high. B-score at 10 µM. actives 0.49% (n = 310,000). AID 2237;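 active = B-score above 5 SD of library B-scores, and initial fluorescence ratio not above library mean plus 5 SD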;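 also: positive B-score marks a calcium rise read as TRPC4 activation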
#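 Assay system: HEK293 stable line with TRPC4beta plus mu-opioid receptor. Times: dye 45 min RT, read 110 s. Measured by: kinetic Fluo4 calcium fluorescence. Measure: B score of integrated ratio. Controls: assay buffer as low control, maximal DAMGO as high control.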
# MrgX1 antag: human MrgX1 receptor antagonism, primary screen | Q96LB2 | MRGX1-HEK293 calcium flux, Fluo-4, BAM8-22 antagonism; active compounds read low | B-score at 10 µM | actives 1.3% (n = 310,000) | AID 588676;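 active = calcium-response B-score plate-corrected more than 3 library SD below zero, starting fluorescence within 5 deviations, no agonist response on first addition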;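 also: peak minus trough fluorescence over baseline after final BAM8-22 challenge near maximal dose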
# TRPC6 inh: blocks the mouse TRPC6 cation channel; actives 1.1% (n = 310,000); B-score at 10 µM; Q61143; HEK293-TRPC6, membrane potential dye, ACh-evoked depolarization; active compounds read low;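 active = B-score under library mean minus 3 SD, initial fluorescence not abnormally high, positive integrated signal ratio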;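 also: B-score derived from integrated fluorescence ratio over the kinetic read; more negative B-score means stronger inhibition of depolarization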
# Target sequence (Q61143 whole entry, looked up): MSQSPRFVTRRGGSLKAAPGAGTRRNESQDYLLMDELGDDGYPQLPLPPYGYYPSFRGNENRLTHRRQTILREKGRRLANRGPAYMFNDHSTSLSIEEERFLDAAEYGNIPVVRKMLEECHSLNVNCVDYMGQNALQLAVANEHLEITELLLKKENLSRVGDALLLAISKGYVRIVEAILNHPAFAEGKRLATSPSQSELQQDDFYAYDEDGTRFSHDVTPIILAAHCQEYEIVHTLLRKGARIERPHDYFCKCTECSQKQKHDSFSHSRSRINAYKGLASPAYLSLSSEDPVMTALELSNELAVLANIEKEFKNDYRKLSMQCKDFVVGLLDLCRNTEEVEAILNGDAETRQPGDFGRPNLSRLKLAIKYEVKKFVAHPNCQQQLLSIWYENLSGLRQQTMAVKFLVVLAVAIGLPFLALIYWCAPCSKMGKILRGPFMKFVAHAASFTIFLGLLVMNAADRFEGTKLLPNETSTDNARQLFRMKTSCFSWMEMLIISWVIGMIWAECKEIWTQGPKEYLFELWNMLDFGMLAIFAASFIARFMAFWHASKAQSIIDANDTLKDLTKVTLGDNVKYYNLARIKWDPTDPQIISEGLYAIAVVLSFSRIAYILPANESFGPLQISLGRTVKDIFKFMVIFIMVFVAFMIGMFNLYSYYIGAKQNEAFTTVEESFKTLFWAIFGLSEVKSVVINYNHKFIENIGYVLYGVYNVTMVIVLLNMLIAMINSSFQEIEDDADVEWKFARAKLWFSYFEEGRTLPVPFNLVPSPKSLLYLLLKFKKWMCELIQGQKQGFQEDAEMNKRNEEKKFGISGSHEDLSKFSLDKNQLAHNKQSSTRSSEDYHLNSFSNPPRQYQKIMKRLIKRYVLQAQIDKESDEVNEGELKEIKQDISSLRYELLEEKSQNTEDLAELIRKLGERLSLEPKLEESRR
# ANO1 activ: mouse TMEM16A channel activation, primary screen | Q8BHY3 | HEK293 TMEM16A/YFP-H148Q/I152L, iodide quench fluorescence; active compounds read low | B-score at 10 µM | actives 0.3% (n = 340,000);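 active = fluorescence-ratio B-score plate-corrected deviation score at least 3 library SD below zero, with starting fluorescence score within 5 deviations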;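 also: channel opened by trigger with iodide after compound preincubation; score built on the fluorescence ratio of max minus min over baseline; more negative score means more quench and so TMEM16A activation or potentiation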
# TRPC4 PAM: TRPC4 (mouse) allosteric potentiation. B-score at 10 µM. actives 0.42% (n = 310,000). HEK293 TRPC4beta/mu-opioid, DAMGO EC20, Fluo-4 Ca2+ flux; active compounds read high;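 active = B-score of calcium response area above 5 SD of library B-scores, with initial fluorescence ratio within 5 SD of library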;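 also: B-score of integrated fluorescence ratio over time as area under calcium response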
# MrgX1 agonist: agonists of human MrgX1 receptor | Q96LB2 | AID 588627 | MrgX1-HEK293 cells, Fluo-4 calcium fluorescence, agonist mode; active compounds read high | actives 0.44% (n = 310,000) | B-score at 10 µM;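 active = calcium response B-score plate-corrected fluorescence ratio at least 3 library SD, with starting fluorescence B-score inside 5 SD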
#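 Material: MrgX1-expressing HEK293 cells; input: 15,000 cells per well; doses: test compound given as first of three sequential additions; schedule: overnight plating before 1 h dye loading; technique: Fluo-4 NW calcium-flux fluorescence, kinetic read; evaluation: baseline-normalised fluorescence change ratio, B-scored; control set: plate-wise positive and negative controls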
# TRPC6 activator: mouse TRPC6 channel activation. Q61143. HEK293-TRPC6 membrane potential dye fluorescence; active compounds read high. B-score at 10 µM. actives 0.13% (n = 310,000). AID 2550;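 active = B-score of the integrated fluorescence ratio above library mean plus 3 SD, and starting fluorescence ratio within library mean plus 5 SD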;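 also: higher score means more depolarization so channel activation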
# TRPC4 block: TRPC4 (mouse) channel inhibition. B-score at 10 µM. AID 2247. actives 0.39% (n = 300,000). HEK293 TRPC4beta/mu-opioid, DAMGO-evoked Fluo4 calcium flux; active compounds read low;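 active = B-score over 3 SD under the library average, no early fluorescence shift, positive overall ratio signal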
#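 Test system – stable TRPC4beta/mu-opioid receptor HEK293 cells · Probe or stimulus – DAMGO, a submaximal dose followed by a maximal one · Dosing – one concentration per compound · Signal – Fluo4 calcium fluorescence by kinetic imaging, 5 s 1 Hz baseline · Evaluation – per-well B score of integrated baseline-normalized Fluo4 ratio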
# MrgX1 allo act: human MrgX1 positive allosteric modulation, primary screen. Q96LB2. MrgX1-HEK293, Fluo-4 calcium flux, FDSS; active compounds read high. B-score at 10 µM. actives 0.63% (n = 310,000);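 active = plate-corrected calcium response at least 3 library SD above typical, normal starting fluorescence, not activating the receptor alone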;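 also: compound read alongside a low EC10 to EC30 dose of BAM8-22 agonist; peak minus trough fluorescence over baseline measured at the second addition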
# SKKanGAS inh: inhibitors of SKKanGAS S. pyogenes growth in kanamycin (SK-promoter or general growth effect); actives 1.3% (n = 300,000); inhibition, % at 7.5 µM; BacTiter-Glo, 6 h;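 active = mean replicate score, as percent of positive control median, at least 50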;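 also: strain carries kanamycin resistance gene driven by streptokinase promoter and grows in 40 µg/ml kanamycin; loss of luminescence reflects streptokinase promoter inhibition or plain growth inhibition; 0% = median of DMSO wells and 100% = positive control at its reference dose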
# ANO1 block: blocks the mouse calcium-activated chloride channel TMEM16A | Q8BHY3 | HEK293 TMEM16A/YFP iodide influx fluorescence, ionomycin | normalized B-score (activity score, 25-100; higher = stronger inhibition) at 10 µM | actives 1.2% (n = 310,000);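 active = ratio plate-corrected score three or more library SD toward inhibition, starting fluorescence score within five deviations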;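 also: score derived from kinetic fluorescence span divided by baseline fluorescence per well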
# Active calls of the source: *; i = inactive; / = not tested or not shown. Rows are unselected. About 6.7% of those tested had a hit in this group.
SMILES,TRPC4 agonist,MrgX1 antag,TRPC6 inh,ANO1 activ,TRPC4 PAM,MrgX1 agonist,TRPC6 activator,TRPC4 block,MrgX1 allo act,SKKanGAS inh,ANO1 block
O=c1c2ccccc2oc2nc(-c3cccs3)n(CCc3ccccc3)c(=O)c12,i,i,i,/,i,i,i,i,i,11,i
NC(=S)N/N=C/c1c(O)c(Br)cc2oc3c(c12)CCCC3,i,i,i,i,i,i,i,i,i,87*,i
Nc1nnc(-c2cccnc2)s1,i,i,i,i,i,i,i,i,i,4,i
COC(=O)c1ccc(CSc2nnc(-c3ccncc3)o2)o1,i,i,i,i,i,i,i,i,i,8,i
Cc1ccccc1NC(=S)c1nc2ccccc2[nH]1,i,i,i,i,i,i,i,i,i,19,i
Cc1ccc(S(=O)(=O)N(C)Cc2nc(-c3ccccn3)no2)cc1,i,i,i,i,i,i,i,i,i,16,i
CCC(=O)Nc1ccc(C(=O)OCc2ccc(Cl)c(Cl)c2)cc1,i,i,i,i,i,i,i,i,i,-4,i
O=C(COc1cccnc1[N+](=O)[O-])N1CCc2ccccc21,i,i,i,i,i,i,i,i,i,6,i
c1ccc(CCCNCC2COc3ccccc3O2)cc1 (configuration not stated),i,i,i,i,i,i,i,i,i,0,i
O=C(NCc1ccc(Cl)cc1)C(=O)NCC1OCCN1C(=O)c1cccs1 (configuration not stated),i,i,i,i,i,i,i,i,i,-1,i
CCCCCCCN1CCC(=O)N(CCO)CC1,i,i,i,i,i,i,i,/,i,-2,i
Cc1ccc(S(=O)(=O)NN2C(=O)c3ccccc3NC2C)cc1 (configuration not stated),i,i,i,i,i,i,i,i,i,-7,i
O=C(N1CCN(c2ccccc2)CC1)C1(S(=O)(=O)c2ccc(Cl)cc2)CC1,i,i,i,i,i,i,i,i,i,1,i
COc1cccc(N2CCN(Cc3nc(N)nc(Nc4ccccc4OC)n3)CC2)c1,i,i,i,i,i,i,i,i,i,39,i
O=C(O)c1cc(N/N=C/c2c[nH]c3ccccc23)ccc1Cl,i,i,i,i,i,i,i,i,i,5,i
COc1cccc(CNC(=O)C2CCCN(S(=O)(=O)c3c(C)noc3/C=C/N(C)C)C2)c1 (configuration not stated),i,i,i,i,i,i,i,i,i,2,i
Cc1c(S(=O)(=O)Nc2cc(Cl)ccc2Cl)c(=O)n(C)c(=O)n1C,i,i,i,i,i,i,i,i,i,-5,i
Cc1ccccc1NC(=O)COC(=O)c1cc(=O)c2ccccc2o1,i,i,i,/,i,i,i,i,i,3,i
COCCCN1CCc2[nH]c(=S)[nH]c(=O)c2C1,i,i,i,i,i,i,i,i,i,-8,i
O=C(N/N=C/c1ccc(O)cc1)c1ccncc1,i,i,i,i,i,i,i,i,i,-2,i
O=C(NC1CC2CCCC(C1)N2Cc1ccccc1)c1ccc([N+](=O)[O-])cc1 (configuration not stated),i,i,i,i,i,i,i,i,i,-4,i
N#Cc1ccc(CC(C(=O)O)N2Cc3ccccc3C2=O)cc1 (configuration not stated),i,i,i,i,i,i,i,i,i,-3,i
Cc1ccc(C(=O)OC(C)C(=O)Nc2ccc(S(N)(=O)=O)cc2)cc1S(=O)(=O)N1CCOCC1 (configuration not stated),i,i,i,i,i,i,i,i,i,-4,i
CC(C)(CNC(=O)C1CCCN1C(=O)c1cccs1)N1CCOCC1 (configuration not stated),i,i,i,i,i,i,i,i,i,6,i
COc1ccc(-n2c(-c3ccc(F)cc3)cnc2SCC(=O)NCc2ccco2)cc1,i,i,i,i,i,i,i,i,i,-14,i

# Some of the entries so far, with each value named.
Cc1ccc(S(=O)(=O)N(C)Cc2nc(-c3ccccn3)no2)cc1
  TRPC4 agonist = i; MrgX1 antag = i; TRPC6 inh = i; ANO1 activ = i; TRPC4 PAM = i; MrgX1 agonist = i; TRPC6 activator = i; TRPC4 block = i; MrgX1 allo act = i; SKKanGAS inh = 16; ANO1 block = i
CCC(=O)Nc1ccc(C(=O)OCc2ccc(Cl)c(Cl)c2)cc1
  TRPC4 agonist = i; MrgX1 antag = i; TRPC6 inh = i; ANO1 activ = i; TRPC4 PAM = i; MrgX1 agonist = i; TRPC6 activator = i; TRPC4 block = i; MrgX1 allo act = i; SKKanGAS inh = -4; ANO1 block = i

# Additional compounds follow.
SMILES,TRPC4 agonist,MrgX1 antag,TRPC6 inh,ANO1 activ,TRPC4 PAM,MrgX1 agonist,TRPC6 activator,TRPC4 block,MrgX1 allo act,SKKanGAS inh,ANO1 block
COc1ccc(NS(=O)(=O)c2cccc(C(=O)NCc3ccco3)c2)cc1,i,-6.5*,i,i,i,i,i,i,i,-6,i
O=C(CC(C(=O)N1CCc2ccccc21)n1ccnc1)NCc1ccccc1 (configuration not stated),i,i,i,i,i,i,i,i,i,4,i
CCCCN(CC)CCNC(=O)c1ccc2c(Cl)c3c(nc2c1)CCC3,132*,i,i,i,12*,i,i,i,i,-1,i
COc1ccc(N(C)C(=O)c2onc3c2CCCC3)cc1,i,i,i,i,i,i,i,i,i,3,i
CCCC(=O)Nc1nc2c(OC)ccc(OC)c2s1,i,i,i,i,i,i,i,i,i,-10,i
Cc1ccccc1C(=O)N1CCC(C(=O)Nc2cccc(F)c2)CC1,i,i,i,i,i,i,i,i,i,-7,i
NC(=O)/C(=C/c1ccc2c(c1)OCO2)NC(=O)c1ccco1,i,i,i,i,i,i,i,i,i,-3,i
O=C(NCCN1CCCCC1)Nc1ccccc1F,i,i,i,i,i,i,i,i,i,7,i
COc1ccc(N2CCN(CC(=O)Nc3ccc(C)c(C)c3)CC2)cc1,i,i,i,i,i,i,i,i,i,-1,i
COc1ccc(NCc2nnc(SCC(=O)Nc3ccc(OC)cc3)n2C)cc1,i,i,i,i,i,i,i,i,i,2,i
CCCCNC(=O)c1cccc2c(=O)c(C)c(-c3ccccc3)oc12,i,i,i,i,i,i,i,i,i,0,i
CCNC(=S)Nc1cc(OCC)c(NC(=O)c2ccco2)cc1OCC,i,i,i,i,i,i,i,i,i,-10,i
COc1cc(Br)cc(C=Nc2cccc(C(F)(F)F)c2)c1O,i,i,i,i,i,i,i,i,i,-7,i
COc1ccccc1/C=C\C=N\n1c(C2CCCCC2)n[nH]c1=S,i,i,i,i,i,i,i,i,i,40,i
Cc1onc(-c2ccccc2Cl)c1C(=O)NCc1ccc(N2CCCC2=O)cc1,i,i,i,i,i,i,i,i,i,1,i
CCC(=O)c1c(CC)c2n3c1CC[C@H]3CCC2,i,i,i,i,i,i,i,i,i,1,i
CC1CN(C(=O)CN(C)S(=O)(=O)c2ccc3ccccc3c2)CC(C)O1 (configuration not stated),i,i,i,i,i,i,i,i,i,-3,i
COc1ccc([N+](=O)[O-])cc1NC(=O)CC(C)c1ccccc1 (configuration not stated),i,i,i,i,i,i,i,i,i,-1,i
COCCN(C/C=C/c1ccccc1)C/C=C/c1ccccc1,i,i,i,i,i,i,i,i,i,-1,i
CN(Cc1ccccc1)C(=O)COC(=O)c1ccc2ccccc2n1,i,i,i,i,i,i,i,i,i,-1,i
CCOC(=O)c1cn2nc(Oc3ccc(C(=O)OC)cc3)ccc2n1,i,i,i,i,i,i,i,i,i,-2,i
CCOC(=O)c1nnn(-c2nc(OC)nc(N(C)C)n2)c1-c1ccccc1,i,i,i,/,i,i,i,i,i,-3,i
O=C(O)CCSc1nnc(-c2ccncc2)n1-c1ccccc1,i,i,i,i,i,i,i,i,i,5,i
CS(=O)(=O)NN1C(=O)c2ccccc2NC1c1ccccc1 (configuration not stated),i,i,i,i,i,i,i,i,i,-6,i
COc1ccc(OC)c(-c2nnc(NC(=O)C(C)Sc3nncn3C)s2)c1 (configuration not stated),i,i,i,i,i,i,i,i,i,-3,i
# Further results follow:
SMILES,TRPC4 agonist,MrgX1 antag,TRPC6 inh,ANO1 activ,TRPC4 PAM,MrgX1 agonist,TRPC6 activator,TRPC4 block,MrgX1 allo act,SKKanGAS inh,ANO1 block
O=S(=O)(c1ccc(Cl)c2ccccc12)N1CCCC1,i,i,i,i,i,i,i,i,i,1,i
CC(C)NS(=O)(=O)c1ccc(CCC(=O)NCc2ccncc2)cc1,i,i,i,i,i,i,i,i,i,-6,i
CCCCCn1c(CN2CCN(C)CC2)nc2c1c(=O)n(C)c(=O)n2C,i,i,i,i,i,i,i,i,i,3,i
Cc1cc(NC(=O)CCC(=O)N(CC(=O)NCC2CCCO2)c2cccc(C)c2C)no1 (configuration not stated),i,i,i,i,i,i,i,i,i,1,i
CC1(C)CC2CC(C)(CN2Cc2c(O)ccc3ccccc23)C1 (configuration not stated),i,i,i,i,i,i,i,i,7.4*,4,i
C/C(=N\NC(=O)c1ccc(Cl)c(Cl)c1)c1ccc(Br)s1,i,i,i,i,i,i,i,i,i,88*,i
O=C(c1ccccc1F)N1CCc2ccccc21,i,i,i,i,i,i,i,i,i,0,i
Cc1ccc(SCC(=O)c2sc(-c3ccccc3)nc2C)cc1,i,i,i,i,i,i,i,i,i,17,i
COc1ccccc1N1CCN(C2CCCN(C(=O)c3oc(C)cc3C)C2)CC1 (configuration not stated),54*,i,i,i,i,i,i,i,i,2,i
O=C(NCc1ccco1)C(c1ccncc1)N(CCC1=CCCCC1)C(=O)Cn1nnc2ccccc21 (configuration not stated),i,i,i,i,i,i,i,i,i,28,i
CCOc1ccc(NCc2nnc(SCc3ccc(Cl)cc3)n2-c2ccccc2)cc1,i,i,i,i,i,i,i,i,i,-6,i
CCCCCCSc1cccc(-c2nc3cc(C)ccn3c2NC2CCCCC2)c1,i,i,i,i,i,i,i,i,i,40,i
O=C(CCSCCC(=O)NCc1ccco1)NCc1ccco1,i,i,i,/,i,i,i,i,i,4,i
CC1CN(CC(=O)NCc2ccccc2)CC(C)O1 (configuration not stated),i,i,i,i,i,i,i,i,i,4,i
O=C(CN(Cc1ccc2c(c1)OCO2)C(=O)CNC(=O)c1ccco1)NC1CCCCC1,i,i,i,i,i,i,i,i,i,-1,i
O=C(NC1CCCCC1)c1ccc(CNc2ccccc2)o1,i,i,i,i,i,i,i,i,i,13,i
CCC1c2ccc(C)n2CCN1C(=O)Nc1ccc(F)cc1 (configuration not stated),i,i,i,i,i,i,i,i,i,0,i
